hIAP act: human IAP activation; P09923; hit rate 0.16% among 330,000; purified human IAP, CDP-Star luminescence, 30 min; hits give high values; 1 = vehicle-only enzyme, 0 = enzyme-free background; activation factor at 10 µM; AID 2524;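 active = activation factor of the enzyme at least 2-fold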; also: the source names both 10 and 20 µM as test concentration; values of inactives mirror those of a sister screen read the other way
Target sequence (P09923 whole entry, looked up): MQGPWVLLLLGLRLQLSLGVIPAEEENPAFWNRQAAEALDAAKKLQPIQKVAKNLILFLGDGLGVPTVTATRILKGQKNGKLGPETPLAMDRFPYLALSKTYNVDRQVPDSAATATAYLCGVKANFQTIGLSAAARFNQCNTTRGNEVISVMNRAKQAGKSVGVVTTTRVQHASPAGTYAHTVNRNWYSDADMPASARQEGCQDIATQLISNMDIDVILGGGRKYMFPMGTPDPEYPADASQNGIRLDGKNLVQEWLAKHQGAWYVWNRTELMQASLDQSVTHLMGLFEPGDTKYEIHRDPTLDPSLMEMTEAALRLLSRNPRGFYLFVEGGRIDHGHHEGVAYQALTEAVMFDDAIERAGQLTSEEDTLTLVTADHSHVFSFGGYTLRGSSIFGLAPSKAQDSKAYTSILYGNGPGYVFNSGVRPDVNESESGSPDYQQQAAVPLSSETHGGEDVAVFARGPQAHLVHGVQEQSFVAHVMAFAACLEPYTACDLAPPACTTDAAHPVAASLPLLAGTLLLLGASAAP
A3A deaminase: inhibitors of human APOBEC3A DNA deaminase. P31941. recombinant A3A, FAM/TAMRA ssDNA deamination fluorescence. inhibition, % at 20 µM. hit rate 0.41% among 330,000. AID 493011;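 active = at least 40% inhibition at 20 µM here, with at most 30% in a related deaminase screen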;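 also: plate controls were A3A with DMSO for no effect and wells lacking A3A enzyme for full effect; some results filed as inactive read as strong as hits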
Target sequence (P31941 whole entry, looked up): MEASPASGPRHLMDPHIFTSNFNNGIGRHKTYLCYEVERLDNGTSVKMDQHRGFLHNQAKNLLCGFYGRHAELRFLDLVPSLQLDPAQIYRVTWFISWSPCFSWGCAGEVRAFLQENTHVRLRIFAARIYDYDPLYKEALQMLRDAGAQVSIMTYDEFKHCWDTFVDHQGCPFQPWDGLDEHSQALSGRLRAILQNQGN
beta cell repl: MIN6 beta-cell proliferation induction; MIN6 cells proliferation, ATPlite luminescence, 48 h; cells starved in 0.2% serum; 100% = growth in 10% serum; proliferation, % at 10 µM; hit rate 0.29% among 330,000; AID 2380;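 active = compounds whose signal lies at least 3.5 SD above the mean of all wells on their plate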;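 also: 0% = DMSO-treated cells in low-serum medium and 100% = 10% serum control; some compounds called inactive have numbers as strong as hits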
mIAP block: mouse IAP inhibition | purified mouse IAP, CDP-Star luminescence, 30 min | inhibition, % at 10 µM | hit rate 0.2% among 330,000 | AID 2806;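 active = inhibition of at least 40% at 10 µM in the primary screen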;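 also: plate controls were DMSO with enzyme for no effect and no enzyme wells for full effect; values of inactives mirror those of a sister screen read the other way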
A3G deaminase: inhibitors of human APOBEC3G DNA deaminase; inhibition, % at 20 µM; recombinant A3G, ssDNA deamination FAM/TAMRA fluorescence; Q9HC16; hit rate 0.28% among 330,000;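 active = inhibition of at least 40% at 20 µM, with no more than 30% in the related APOBEC3A deaminase screen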;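 also: plate controls were DMSO wells with A3G for no effect and wells lacking A3G enzyme for full effect; some compounds called inactive have numbers as strong as hits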
Target sequence (Q9HC16 whole entry, looked up): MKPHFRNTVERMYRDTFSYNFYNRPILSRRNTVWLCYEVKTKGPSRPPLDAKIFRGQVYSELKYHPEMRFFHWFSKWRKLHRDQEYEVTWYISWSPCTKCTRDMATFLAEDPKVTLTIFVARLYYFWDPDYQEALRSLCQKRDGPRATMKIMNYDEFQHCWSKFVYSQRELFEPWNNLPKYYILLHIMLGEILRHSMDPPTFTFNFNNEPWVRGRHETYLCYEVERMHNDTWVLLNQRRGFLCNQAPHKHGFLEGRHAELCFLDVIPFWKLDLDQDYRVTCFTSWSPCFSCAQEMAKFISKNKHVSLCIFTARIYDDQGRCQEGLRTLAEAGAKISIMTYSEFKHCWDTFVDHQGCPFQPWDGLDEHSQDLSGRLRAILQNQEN
mIAP activ: mouse IAP activation | muIAP, CDP-Star luminescence, 30 min; hits give high values; 1 = vehicle-only enzyme signal, 0 = enzyme-free wells | activation factor at 10 µM | hit rate 0.24% among 330,000 | AID 2805;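 active = activation factor of at least 2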; also: the source names both 10 and 20 µM as test concentration; values of inactives mirror those of a sister screen read the other way
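Assay system: mouse IAP enzyme; Reagent: CDP-Star chemiluminescent phosphatase substrate; Compound: DMSO-dissolved test compounds; Incubation: 30 min, room temperature; Technique: luminescence from enzymatic CDP-Star hydrolysis; Controls: DMSO-only wells and no-enzyme negative control.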
GRIN3A LBD mod: modulators (binders) of human NR3A ligand-binding domain. NR3A LBD differential scanning fluorimetry, Tm shift; 0% = protein alone, 100% = glycine-bound protein. Tm shift relative to glycine control, % at 25 µM. hit rate 2.5% among 340,000. AID 1259313;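 active = melting temperature shift of at least 10% of the positive control shift, at one fixed dose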
hIAP block: human IAP inhibition; P09923; purified IAP, CDP-Star luminescence, 30 min; hit rate 0.12% among 330,000; AID 2544; inhibition, % at 10 µM;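 active = inhibition reaching a set limit with compound at 10 µM in the primary screen, cut at about 35% in these data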;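 also: plate controls were DMSO wells with enzyme for no effect and no-enzyme buffer wells for full effect; values of inactives mirror those of a sister screen read the other way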
MPTP block: permeability transition pore inhibition. isolated mouse mitochondria, Ca2+ swelling absorbance, 30 min. inhibition, % at 10 µM. hit rate 1.4% among 360,000. AID 602449;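 active = inhibition of 50% or more, scaled per plate between neutral and stimulator controls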;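 also: 0% = DMSO wells given calcium and 100% = 1 mM EGTA wells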
Active calls of the source: *; nt = no result given; & = joins results of further samples.

Structure	beta cell repl	hIAP block	hIAP act	A3A deaminase	GRIN3A LBD mod	A3G deaminase	mIAP block	MPTP block	mIAP activ
Cc1ccc2c(c1)C(O)(CC(=O)c1ccc3c(c1)OCO3)C(=O)N2 (stereo unspecified)	-3	-6	1.1	4	-1	3	3	-0.7	0.97
CSCCC(NC(=O)c1ccc(Cl)c([N+](=O)[O-])c1)C(=O)N1CCN(C/C=C/c2ccccc2)CC1 (stereo unspecified)	-8	-7	1.1	-1	-8	-5	5	-0.1	0.95
CCOC(=O)C1=C(COC(=O)CCOc2ccc(OCC)cc2)NC(=O)NC1C (stereo unspecified)	-2	-6	1.1	-5	0	-9	2	0.1	0.98
NC(=O)C1CCN(C(=O)CNC(=O)c2ccccc2)CC1	0	-10	1.1	4	1	0	9	-0.8	0.91
COc1ccccc1NC(=O)c1ccc(NC(=O)CN2CCCC2)cc1	-1	-5	1	-2	1	-4	0	-4.5	1
O=C(NNC(=O)c1cc(Br)c(Br)s1)c1csc(N2CCOCC2)n1	2	-95	1.9	-2	1	-8	7	0.5	0.93
O=C(/C=C/Nc1ccc(F)cc1F)c1ccc(Br)cc1	-4	-2	1	-1	-9	3	0	3.7	1
O=C(CSc1nnc(Nc2ccccc2)s1)NCC1CCCO1 (stereo unspecified)	-6	8	0.92	-3	-1	-4	8	-0.3	0.92
O=C(CC12CC3CC(CC(C3)C1)C2)N/N=C\c1ccc[nH]1	-4	3	0.97	3	-1	-3	19	3.7	0.81
Cc1nn(C)c(C(=O)NNC(=S)NCc2ccco2)c1Br	0	-47	1.5	-1	-1	-7	8	2.1	0.92
O=C(CSc1nnc(C2CC2)n1-c1ccccc1)NC1CCS(=O)(=O)C1 (stereo unspecified)	-1	-8	1.1	-1	-1	-9	-8	-0.8	1.1
CN(C)c1ccc(C(CNS(=O)(=O)c2cccc([N+](=O)[O-])c2)N2CCOCC2)cc1 (stereo unspecified)	-2	-5	1.1	0	nt	0	6	0.1	0.94
O=C(CN1CCN(c2ccccc2F)CC1)Nc1ccc2c(c1)CCC2	-4	-2	1	-1	-2	-3	-6	0.8	1.1
CCN(CC)S(=O)(=O)c1ccc2c(c1)N(CC(=O)N(CCc1ccncc1)C(C)C)C(=O)CO2	1	-16	1.2	3	0	-4	-20	1.1	1.2
Cn1cc(/C=C/C(=O)N2CCCC(C(=O)c3cccc4ccccc34)C2)cn1 (stereo unspecified)	-2	-2	1	-2	-1	-8	-4	0.8	1
Cc1nn(CCC(N)=O)c2nc(-c3cccs3)cc(C(F)(F)F)c12	0	13	0.87	-2	-6	33	3	-0.4	0.97
CCOc1ccccc1NC(=S)N1CCN(c2nc(-c3cccc(OC)c3)cs2)CC1	-3	-5	1.1	-8	-2	-15	-15	0.1	1.1
COc1ccc(C(=O)Nc2ccccc2N2CCOCC2)cc1S(=O)(=O)N1CCCC1	-1	-16	1.2	-5	0	-9	3	-1.3	0.97
CCOC(=O)C1CCN(Cc2nnnn2CCc2ccccc2)CC1	-1	-9	1.1	2	-1	2	-9	0.6	1.1
CCC1C(=O)NCCN1C(=O)c1cc(COc2cc(C)ccc2C)on1 (stereo unspecified)	2	11	0.89	-2	0	4	1	-0.9	0.99
O=C(Nc1cccc(NC(=O)c2sc3ccccc3c2Cl)c1)c1ccco1	-2	13	0.87	-2	3	-1	9	1.7	0.91
CC1(C)CSC(=NCCc2ccccc2)N1	0	-13	1.1	-9	-5	6	-3	-2.4	1
COc1cccc(C(O)c2nccn2Cc2ccccc2)c1OC (stereo unspecified)	0	-6	1.1	2	0	-7	1	1.0	0.99
O=C(CCNS(=O)(=O)c1cccc2nsnc12)NC1CCCc2ccccc21 (stereo unspecified)	-3	-11	1.1	-2	2	-4	12	0.7	0.88
NS(=O)(=O)c1cccc(NC(=O)CSc2ncnc3ccccc23)c1	1	-2	1	5	0	-2	-2	0.5	1

New compounds follow.
Structure	beta cell repl	hIAP block	hIAP act	A3A deaminase	GRIN3A LBD mod	A3G deaminase	mIAP block	MPTP block	mIAP activ
Clc1ccc(C(c2nnnn2C2CCCC2)N2CCN(c3nc4ccccc4s3)CC2)cc1 (stereo unspecified)	-2	8	0.93	-3	1	-3	-19	-2.3	1.2
COc1ccc(N2C(=O)CSC2c2ccc3c(c2)OCO3)cc1 (stereo unspecified)	2	-8	1.1	-5	0	-6	-5	-2.2	1.1
COc1ccccc1NC(=S)NC(=O)/C=C/c1ccco1	1	9	0.91	11	-6	2	42*	1.1	0.58
O=C1[C@H]2[C@@H](c3ccc(F)cc3)N3C(=O)N(c4cccc(F)c4)C(=O)[C@@]3(Cc3ccccc3)[C@H]2C(=O)N1C1CCCCC1	-5	-22	1.2	-10	-3	-13	-10	1.5	1.1
COc1ccc(C2C(C(=O)Nc3ccccc3)=C(C)N=C3SCC(=O)N32)cc1 (stereo unspecified)	-2	-11	1.1	0	1	-3	-2	-3.7	1
Cc1cc(C)c(S(=O)(=O)N2CC=C(c3ccccc3)CC2)c(C)c1	-7	-16	1.2	-2	0	-7	8	-0.8	0.92
CC(C)/C=C1\CCc2c([nH]c3ccccc23)C1=O	-2	-2	1	-2	0	-8	4	0.7	0.96
COc1ccccc1CCNS(=O)(=O)c1cn(C)nc1C	0	-29	1.3	-2	1	-10	2	0.1	0.98
COCCCNc1nc(CC(C)C)nc2c1nnn2Cc1ccccc1	-3	-6	1.1	0	0	-6	9	0.0	0.91
Cc1nc2nc3c(c(=O)n2[nH]1)CCC3	-3	-11	1.1	1	0	2	-6	0.4	1.1
Cc1ccc(Nc2nnc(-c3ccccc3N)o2)cc1C	-4	-30	1.3	-1	-7	-8	2	3.8	0.98
CN(C)c1cc[n+](Cc2ccccc2)cc1	-4	10	0.9	-2	-1	-5	-1	3.8	1
COc1ccc(S(=O)(=O)n2nc(C)c(S(=O)(=O)N3CCOCC3)c2C)cc1	-3	8	0.92	-3	-1	-7	4	-0.7	0.95
CC1CN(c2cc(=O)n(-c3ccccc3)c(=O)[nH]2)CC(C)O1 (stereo unspecified)	1	0	1	-7	-3	-12	-14	-3.2	1.1
Cc1ccc(S(=O)(=O)Nc2cc(-c3ccc(Cl)cc3)nn2C)cc1	2	-22	1.2	0	0	-7	8	4.2	0.92
CC[C@H](C)[C@@H](C(=O)NCCCCCCCCCCC(=O)N1CCN(C(=O)OC(C)(C)C)CC1)n1cc(CCCCCNC(=O)OC(C)(C)C)nn1	-8	0	0.99	-5	-7	-6	-150	87*	2.5*
Cc1ccc2cc(C)c3nnc(SCc4ccc(C(=O)O)cc4)n3c2c1C	4	-11	1.1	-3	0	6	2	1.4	0.98
Cc1nc2nc[nH]n2c(=O)c1NC(=O)CC12CC3CC(CC(C3)C1)C2	-1&2	-19&7	1.2&0.93	-2&-1	1&-1	-1&-6	5&7	-1.5&-0.2	0.95&0.93
Cc1nc(CN2CCN(C(=O)c3ccc(C(C)(C)C)cc3)CC2)cs1	-4	0	1	4	-1	8	2	-1.0	0.98
O=C(NC(c1ccccc1)c1ccccc1)C1CCCN(S(=O)(=O)c2cnc[nH]2)C1 (stereo unspecified)	-3	1	0.99	0	1	-2	12	-0.9	0.88
COc1ccc(C(=O)COC(=O)/C=C/c2ccccc2)c(OC)c1	0	10	0.9	10	0	4	10	-1.6	0.9
O=C(NC1CCCCC1)C1CC(O)CN1C(=O)OCc1ccccc1 (stereo unspecified)	-1	2	0.98	0	2	1	-8	-1.1	1.1
CCN(CC)CC(O)Cn1c(C)c(-c2ccccc2)c2cc([N+](=O)[O-])ccc21 (stereo unspecified)	-6	10	0.9	1	-6	-3	14	-1.0	0.85
CCOC(=O)c1cn(CC#N)c2cc(F)c(F)cc2c1=O	-2	5	0.95	0	1	-8	6	-0.8	0.94
Cc1ccn2c(-c3csc(NCc4ccccc4)n3)c(C)nc2c1	-5	-18	1.2	-2	2	4	-8	10	1.1

Next compounds:
Structure	beta cell repl	hIAP block	hIAP act	A3A deaminase	GRIN3A LBD mod	A3G deaminase	mIAP block	MPTP block	mIAP activ
O=C(NNc1ccccc1Br)C(=O)n1ccc2ccccc21	-1	-17	1.2	-5	-4	-2	-10	57*	1.1
Cc1nc(C)c(-c2csc(Nc3ccc(O)cc3C)n2)s1	-3	7	0.93	-8	0	-8	1	3.8	0.99
O=C(NCC(c1ccco1)N1CCN(c2ccccc2)CC1)C(=O)NC1CCCCC1 (stereo unspecified)	-2	-8	1.1	-5	2	-9	5	-1.6	0.95
O=C(Nc1cccc(-n2cnnn2)c1)c1cccnc1	-1	-5	1	-5	-2	-6	0	1.9	1
COCC(=O)N1CCN(c2cccc(Cl)c2)CC1	-3	-2	1	1	1	-4	-5	3.5	1
CN(C(=O)c1cccc(S(=O)(=O)N2CCCC2)c1)C1CCCCC1	-4	-19	1.2	7	-4	11	-1	-1.8	1
COc1ccc(-c2[nH]c(-c3ccc4c(c3)OCO4)nc2-c2ccccc2)cc1	-6	-20	1.2	0	-1	0	-29	95*	1.3
CCOC(=O)c1c(C)c(C)n(Cc2ccc(OC)c(OC)c2)c1C	0	2	0.98	5	-1	-2	10	15	0.9
CC1Cc2nc(SCC(=O)Nc3ccc4c(c3)OCCO4)n(C)c(=O)c2S1 (stereo unspecified)	-3	-16	1.2	2	-1	2	6	0.8	0.94
COc1ccccc1N1CCN(C(=O)CCC(=O)O)CC1	-1	-11	1.1	-2	1	-7	2	-0.3	0.97
COC(=O)CSc1nnc(-c2ccc(OC)cc2OC)o1	-4	9	0.91	1	-2	2	-1	-0.9	1
O=C(N/N=C\C=C\c1ccc(Br)cc1)c1ccc2c(c1)OCO2	0	8	0.92	20	-9	30	5	-0.9	0.95
N#Cc1cc2c(nc1SCC(=O)N1CCCCC1)CCCC2	0	0	1	-2	0	-2	-6	0.2	1.1
C[C@H]1CCC[C@]2(C)C[C@H]3OC(=O)C(CN4CCCCCC4)[C@H]3C=C12 (stereo partly specified)	0	-9	1.1	-1	1	-7	4	-1.1	0.96
O=c1cc(-c2ccccc2)cc(-c2ccccc2)n1CCO	-1	-13	1.1	-3	-2	-11	10	-0.4	0.9
Cc1cccc2c3nc4ccccc4nc3n(C)c12	-2	12	0.88	-4	-2	-5	1	-0.5	0.99
CCOC(=O)C1(Cc2cccc(OC)c2)CCN(Cc2ccccc2)CC1	0	2	0.98	1	-2	-5	4	15	0.96
CCN(CC)c1ccc(C2C3CCCCC3(O)CCN2CC(=O)Nc2ccccc2)cc1 (stereo unspecified)	-4	28	0.72	-3	3	-6	-5	-0.5	1.1
Cc1ccc(C)c(NC(=O)Nc2ccc3c(c2)OCO3)c1	-3	-6	1.1	0	0	-3	-22	-0.1	1.2
O=C(CC(c1ccccc1)c1cc(Br)ccc1O)NCCN1CCOCC1 (stereo unspecified)	-3	-9	1.1	0	-1	0	-1	-0.2	1
CCC(C)Sc1nc(O)c(Cc2ccccc2)c(=O)[nH]1 (stereo unspecified)	-1	6	0.94	0	-1	-3	7	1.2	0.93
CC(=O)n1cc([C@@H]2C=C(C(=O)NCc3ccccc3)O[C@H](OCCCCO)C2)c2ccccc21	-8	0	0.99	-5	-4	-2	-6	-1.1	1.1

In a second layout: 2 of the compounds above.
Second line of a record: beta cell repl, hIAP block, hIAP act, A3A deaminase, GRIN3A LBD mod, A3G deaminase, mIAP block, MPTP block, mIAP activ
CCOC(=O)C1(Cc2cccc(OC)c2)CCN(Cc2ccccc2)CC1
  0, 2, 0.98, 1, -2, -5, 4, 15, 0.96
CCN(CC)c1ccc(C2C3CCCCC3(O)CCN2CC(=O)Nc2ccccc2)cc1 (stereo unspecified)
  -4, 28, 0.72, -3, 3, -6, -5, -0.5, 1.1

Screening data: PubChem BioAssay, Sanford-Burnham Center for Chemical Genomics
